OX1R antag: human HCRTR1 antagonism | O43613 | CHO/OX1R cells, Fluo-8 calcium fluorescence, orexin A | inhibition, % at 5 µM | 0.43% of 330,000 active | AID 434989;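 active means inhibition above its plate's threshold, mean inhibition of all tested compounds on the plate plus 3 SD, cut at about 37% in these data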;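 further: 0% = orexin A challenge wells and 100% = SB-334867-A antagonist wells; not every result past the cut was called active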
Target sequence (O43613 whole entry, looked up): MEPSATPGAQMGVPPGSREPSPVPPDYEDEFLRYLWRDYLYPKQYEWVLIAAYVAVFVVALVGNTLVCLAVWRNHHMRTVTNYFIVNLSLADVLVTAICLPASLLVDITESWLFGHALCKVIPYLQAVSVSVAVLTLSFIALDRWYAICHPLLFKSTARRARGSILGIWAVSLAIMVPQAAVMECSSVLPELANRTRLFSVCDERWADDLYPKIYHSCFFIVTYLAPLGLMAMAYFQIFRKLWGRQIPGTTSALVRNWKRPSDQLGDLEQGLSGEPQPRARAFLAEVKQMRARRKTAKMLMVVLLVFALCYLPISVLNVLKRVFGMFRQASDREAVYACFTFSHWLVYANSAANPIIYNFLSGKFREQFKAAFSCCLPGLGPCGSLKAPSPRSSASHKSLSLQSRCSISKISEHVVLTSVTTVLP
CHT PAM: allosterically activates the human high affinity choline transporter. Q9GZV3. CHT-expressing cells, membrane potential dye, choline EC20; active compounds read high; LV-AA mutant CHT in HEK293 cells. B-score at 10 µM. 0.49% of 310,000 active;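 active means initial fluorescence not abnormally high and integrated response B-score, plate-corrected, over 3 SD above library mean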
Target sequence (Q9GZV3 whole entry, looked up): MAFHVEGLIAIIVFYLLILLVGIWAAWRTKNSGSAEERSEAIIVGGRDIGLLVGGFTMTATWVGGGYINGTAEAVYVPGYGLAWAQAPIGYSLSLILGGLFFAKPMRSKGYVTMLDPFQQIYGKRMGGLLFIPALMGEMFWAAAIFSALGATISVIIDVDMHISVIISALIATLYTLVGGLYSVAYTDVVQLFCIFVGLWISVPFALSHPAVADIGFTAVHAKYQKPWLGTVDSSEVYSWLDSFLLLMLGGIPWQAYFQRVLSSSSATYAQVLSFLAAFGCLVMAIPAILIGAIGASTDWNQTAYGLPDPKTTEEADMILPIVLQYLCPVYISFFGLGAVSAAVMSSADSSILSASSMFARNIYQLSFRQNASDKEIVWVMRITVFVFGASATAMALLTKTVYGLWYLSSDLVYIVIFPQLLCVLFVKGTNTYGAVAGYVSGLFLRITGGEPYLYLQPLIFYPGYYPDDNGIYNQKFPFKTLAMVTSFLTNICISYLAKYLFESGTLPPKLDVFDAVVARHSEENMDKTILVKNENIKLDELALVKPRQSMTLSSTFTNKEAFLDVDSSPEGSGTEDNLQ
An asterisk follows results filed as active; i = inactive; nt = not tested or not shown.

molecule,OX1R antag,CHT PAM
NS(=O)(=O)c1ccc(CCNc2ccccc2[N+](=O)[O-])cc1,-15.9,i
O=C(Nc1ccccc1)c1cccc(S(=O)(=O)Oc2ccc([N+](=O)[O-])cc2)c1,-5.2,i
CC(=O)NCCC(Cc1ccccc1)c1ccco1 (centres undefined),-24.8,i
C/C=C/c1ccc(OCC(=O)NNC(=O)CN(C)S(=O)(=O)c2ccc(C)cc2)c(OC)c1,-47.6,nt
C/C(=C1/SC(N2CCCC2)=NC1=O)c1ccc(Br)cc1,-4.2,i
CC(C)CCNC(=O)CN(C(=O)CCC(=O)Nc1ccccn1)c1ccc2c(c1)OCO2,-10.0,i
Cc1c(C(=O)O)[nH]c2c1C(=O)CC(c1ccc(C(C)(C)C)cc1)C2 (centres undefined),-4.9,i
Cc1ccc(CNC(=O)CO/N=C/c2ccc(C(C)(C)C)cc2)cc1,-2.1,i
O=C1Cn2c(nc3ccccc32)-c2ccccc2N1,-4.6,i
CCOc1ccccc1N(CC(=O)Nc1cc(OC)ccc1OC)S(=O)(=O)c1ccccc1,nt,i
CC1CCCC(C)N1C(=O)COC(=O)C1CCN(S(=O)(=O)c2ccc3c(c2)OCCO3)CC1 (centres undefined),-15.6,i
Cc1c(Cl)c([N+](=O)[O-])nn1CCCC(=O)Nc1cccnc1,-8.4,i
Cc1ccc(NC(=O)CSc2nc(=O)cc(N)n2-c2ccccc2)cc1,-16.2,i
COc1cc(/C=C2\C(=N)N3N=CSC3=NC2=O)cc(Br)c1OC(=O)c1ccco1,-4.5,i
CN1N=C(/C=C/c2ccccc2)CCC1=O,-15.6,i
Cc1cc(NC(=O)CSc2nc(N)c(NC(=O)c3ccccc3F)c(=O)[nH]2)no1,-14.9,i
Cc1cc(C)cc(C(=O)N/N=C/c2ccoc2)c1,-13.6,i
Cc1cc(C(=O)Nc2cccc3ccccc23)co1,-20.2,i
O=c1nc(N2CCCCC2)nc(Nc2ccccc2)[nH]1,2.7,i
COc1ccccc1C(=O)Nc1cccc(N(C)S(C)(=O)=O)c1,-15.6,i
O=C(COC(=O)c1ccccc1Br)Nc1ccccc1F,-18.7,i
C(=N\Nc1ncnc2sc3c(c12)CCC3)/c1ccncc1,-23.0,i
COc1ccc(NC(=O)COC(=O)Cc2coc3cc(OC)ccc23)c(OC)c1,-10.3,nt
Cc1ccc(S(=O)(=O)Oc2ccc(/C=N/NC(=O)c3nn(C)cc3Cl)cc2)cc1,-14.8,i
COc1ccc(CCNC(=O)CS(=O)Cc2nc(-c3ccccc3Cl)oc2C)cc1OC (centres undefined),-28.9,i
COc1cc2nc(C3CCC3)n(NC(=O)C3CCCC(OC)C3)c(=O)c2cc1OC (centres undefined),-6.2,i
O=C(c1cc(=O)[nH]c2ccccc12)N1CCN(c2ccc([N+](=O)[O-])cc2)CC1,-14.6,i
CCCC1=C(C(=O)OCC)C(c2ccc(O)cc2)n2ncnc2N1 (centres undefined),-13.0,i
COc1ccc(CCNC(=O)CCS(=O)(=O)c2ccc3c(c2)NC(=O)C(C)S3)cc1OC (centres undefined),-33.0,i
C=CCN1C(=O)c2ccc(C(=O)NCCc3ccc(F)cc3)cc2C1=O,-25.4,i
O=c1[nH]c2cc3c(cc2cc1CN(Cc1nnnn1C1CCCC1)C1CCCC1)OCCO3,-9.2,i
Cn1c(=O)c2ncn(CC(=O)Nc3ccc4c5c(cccc35)CC4)c2n(C)c1=O,-21.1,i
COc1ccc(Cn2c(C)nc([N+](=O)[O-])c2SCC(=O)O)cc1[N+](=O)[O-],-5.0,i
O=C(CNS(=O)(=O)c1cccc(Cl)c1)OCc1csc(-c2ccccc2)n1,-3.0,i
Cc1cc(C)c(C(=O)CSc2nnc(C)c(=O)[nH]2)cc1C,-12.9,i
Cc1ccc(C)c(NC(=O)c2ccc(OCc3c(C)noc3C)cc2)c1,-11.6,nt
Cc1ccc(N=C(c2cccs2)N2CCOCC2)cc1,-23.9,i
O=C(Nc1ccc(S(=O)(=O)Nc2ncccn2)cc1)c1cccc(S(=O)(=O)N2CCOCC2)c1,-6.9,i
Cc1c(C(=O)N/N=C/c2cccnc2)nnn1-c1nonc1N,-50.2,i
CC(C)(C)c1csc(NC(=O)CCc2ccccc2)n1,-28.3,i
N#Cc1ccc(Cl)cc1NC(=O)COC(=O)[C@H](CCC(N)=O)NC(=O)c1ccc(F)cc1,-7.1,i
CN(C)C(=N)c1n[nH]nc1SCc1ccc(Cl)c(Cl)c1,-8.1,i
Cc1cc(C(=O)COC(=O)C2=COCCO2)c(C)n1-c1cccc(F)c1,-20.1,i
O=C(NCCNCCO)C1(C(F)(F)F)C/C(=C\CCO)CCCO1 (centres undefined),0.9,i
O=C(NCc1cccnc1)c1noc2c1CCCCC2,-7.2,i
COc1ccc(CCNC(=O)C2CC(c3ccc([N+](=O)[O-])cc3)=NO2)cc1 (centres undefined),-23.1,i
Cc1ccc(C)c(N2CCN(C(=O)CC3Sc4ccccc4NC3=O)CC2)c1 (centres undefined),-9.6,i
Cc1nc2c(C#N)cnn2c2c1CCN2CC1CCCO1 (centres undefined),-2.1,i
Fc1ccc(-c2n[nH]c(=S)n2-c2ccc3c(c2)OCCO3)cc1,-23.2,i
COc1ccc(Cl)cc1NC(=O)CCn1cnc2ccccc2c1=O,-21.3,i
CC(C)c1ccc(CN2CCSCC2)cc1,-13.7,i
COc1ccc(C(O)(C2CCCCC2)C(CN2CCCC2)c2ccccc2)cc1 (centres undefined),-31.4,i
CC1CCC(NS(=O)(=O)c2cccc3nsnc23)CC1 (centres undefined),-12.8,i
COCCNC(=O)/C(C#N)=C\c1ccc(CNC(=O)C(=O)Nc2ccc(C)c(C)c2)o1,-12.4,i
COCCCNC(=O)CN(CCc1ccccc1)S(=O)(=O)c1ccccc1,-29.1,i
COc1ccc(NC(=O)c2cc(-c3ccc(C)cc3O)n[nH]2)c(OC)c1,-29.8,i
Cc1cc(C)c(NC(=O)c2cnn(C)c2)c(C)c1,-2.9,i
COc1ccc(OC)c(S(=O)(=O)N2CCC(C(=O)NCc3ccccc3OC)CC2)c1,-19.6,i
COc1cccc(CNC(=O)c2cc(S(=O)(=O)N3CCOCC3)ccc2N2CCCC2)c1,-27.1,nt
Cc1ccc(-n2ncc3c(=O)n(-c4ccc(C)c(C)c4)c(C)nc32)cc1,-28.5,i

Later entries
molecule,OX1R antag,CHT PAM
N#CC1=C(N)SC(N)=C(C#N)C1c1c(Cl)cccc1Cl,-6.4,i
S=C(Nc1ccccc1)N1CCN(c2ccccn2)CC1,0.9,i
CC(C(=O)N/N=C/c1ccc(N(C)C)c(Br)c1)N(c1ccccc1)S(C)(=O)=O (centres undefined),-23.9,i
O=C(N/N=C/c1ccc(O)c([N+](=O)[O-])c1)C1CC1(c1ccccc1)c1ccccc1 (centres undefined),-26.0,i
COc1ccccc1COC(=O)Nc1c(C)nn(C)c1Cl,-8.4,i
CCOC(=O)N1CCN(CC(O)COC2CC(C)CC(C)(C)C2)CC1 (centres undefined),-20.1,i
COc1cc(CCCN2CCNC[C@@H]2C(C)O)cc(OC)c1OC (some centres undefined),-14.2,i
Cc1noc(C)c1S(=O)(=O)Nc1ccc2c(c1)C(=O)N([C@H](C)CO)C[C@H](C)[C@@H](CN(C)S(=O)(=O)c1ccccc1)O2,-14.7,nt
Cn1cccc1CC(=O)N/N=C\c1cccs1,-15.3,i
O=C(CC1CCCCC1)N1CCC(c2nc(-c3ccc(S(=O)(=O)N4CCCC4)cc3)no2)CC1,-20.5,i
O=C(CSc1n[nH]c(-c2cccs2)n1)NCCc1ccccc1,-9.2,i
COc1ccc(C(=O)Nc2cc(=O)[nH]c3ncnn23)cc1,2.5,i
C=CCn1c(N)cc(=O)nc1SCC(=O)NC(C)c1ccccc1 (centres undefined),-9.7,i
CCOCCn1c(=NC(=O)c2cc3ccccc3oc2=O)sc2cc(S(N)(=O)=O)ccc21,9.7,i
CCCCC(OC(=O)c1ccco1)C(=O)NCc1ccc(C)cc1 (centres undefined),-18.7,i
O=C(COC(=O)C12CC3CC(CC(O)(C3)C1)C2)Nc1ccc(Br)cc1F,1.1,nt
O=C(COc1ccccc1Br)NC1CC1,-5.3,i
CC1(c2ccc3noc(-c4cccc(F)c4)c3c2)OCCO1,-24.8,i
COc1ccccc1N1CCN(C(=O)CN(c2ccc(C)c(C)c2)S(C)(=O)=O)CC1,-15.4,i
CC(=O)NCCNC(=O)c1ccc2c(c1)S(=O)(=O)c1ccccc1C2=O,-32.4,i
NS(=O)(=O)c1ccc2nc(NC(=O)CS(=O)(=O)c3ccccc3)sc2c1,4.3,i
O=C(NCCn1ccc2ccccc21)c1ccc2c(c1)OCO2,-10.9,i
COc1ccc(C)cc1S(=O)(=O)NC1CCCCC1C (centres undefined),-25.8,i
O=C(c1ccccc1)C(O)(Cc1ccccc1)c1ccccc1 (centres undefined),-23.3,i
CCCCCOC(=O)CC(C(=O)OCCCCC)N1CCCCC1 (centres undefined),-27.1,i
CN1CCN(S(=O)(=O)c2ccc(N(C)Cc3cccc(F)c3)nc2)CC1,-12.4,nt
COc1ccc(C(C2C(=O)CC(C)(C)CC2=O)C2C(=O)CC(C)(C)CC2=O)cc1CO,nt,i
O=C1CCCc2nc(N3CCN(C(=O)c4ccco4)CC3)ncc21,-4.9,i
Cc1ccc(Cl)cc1N1CCN(Cc2cc(=O)n3ccsc3n2)CC1,-17.6,i
CC1=C(OC(=O)c2ccccc2)C(C)(C)C(c2ccc(Br)cc2)OC1=O (centres undefined),-12.1,i

Full records, quoted from the list. Order of values: OX1R antag	CHT PAM
C(=N\Nc1ncnc2sc3c(c12)CCC3)/c1ccncc1 across the screens: -23.0	i
COc1ccc(CCNC(=O)CCS(=O)(=O)c2ccc3c(c2)NC(=O)C(C)S3)cc1OC (centres undefined) across the screens: -33.0	i

The list goes on:
molecule,OX1R antag,CHT PAM
CCOC(=O)CN(C(=O)COc1nc(-c2ccccc2)cc(C)c1C#N)c1ccc(C)cc1,-20.7,i
O=C(NCc1ccc(Cl)cc1)N1CCN(Cc2ccccc2)CC1,-5.4,i
CCOC(=O)c1ccc(NC(=O)Nc2ccc(OC)c(OC)c2)cc1,10.4,i
CC(=O)c1ccc(OCc2ncc(C(F)(F)F)cc2Cl)cc1,-10.1,i
O=c1cc[nH]c2cc(Cl)ccc12,2.4,i
O=C(NCCc1c[nH]c2ccccc12)C(=O)NCC1OCCN1S(=O)(=O)c1cc(F)ccc1F (centres undefined),-5.6,i
O=C(COC(=O)c1ccc(S(=O)(=O)N2CCOCC2)cc1)NCc1cccs1,-22.5,i
Cn1c(SCC(=O)c2ccc3c(c2)OCCO3)nnc1C(F)(F)F,-17.2,i
COc1ccc(-n2ncc3c(NCc4cccnc4)ncnc32)cc1,1.9,i
CC(C)Cn1c(-c2cccnc2)nc2c1c(=O)[nH]c(=O)n2CC(C)C,-0.3,i
COc1ccc(S(=O)(=O)N2CCOCC2)cc1NC(=O)COC(=O)CC1CC2CCC1C2 (centres undefined),12.2,nt
O=C(Nc1ccc(-c2nc3ccccc3[nH]2)cc1)c1ccco1,2.7,i
Cc1c(C(c2cc(O)ccc2Cl)c2c(C)n(C)n(-c3ccccc3)c2=O)c(=O)n(-c2ccccc2)n1C,-17.4,i
O=C(c1ccccc1)N1CCC(CC2CC(c3ccc(Cl)cc3)=NO2)(C(=O)NCC2CCCCC2)CC1 (centres undefined),-28.8,i
CCOC(=O)c1cn(CC)c2cc(Cl)c([N+](=O)[O-])cc2c1=O,-10.0,7.49*

Reprinted from the results shown (2 entries):
molecule,OX1R antag,CHT PAM
CCOC(=O)CN(C(=O)COc1nc(-c2ccccc2)cc(C)c1C#N)c1ccc(C)cc1,-20.7,i
O=C(NCc1ccc(Cl)cc1)N1CCN(Cc2ccccc2)CC1,-5.4,i

Continued:
molecule,OX1R antag,CHT PAM
CC(C)(C)c1ccc(C(=O)CSc2n[nH]c(=O)[nH]c2=O)cc1,-6.1,i
O=C(CN1CCN(c2ccc(O)cc2)CC1)Nc1ccc(-c2ccccc2)cc1,-5.1,i
COc1cc(OC)c(C2SCCCS2)cc1OC,-1.2,i
CCOC(=O)c1ccc(N2C(=O)CC(N(C)CCc3ccc(OC)c(OC)c3)C2=O)cc1 (centres undefined),-38.9,i
COCc1nnc(NC(=O)C2CC(=O)N(c3ccc(C)c(Cl)c3)C2)s1 (centres undefined),-14.0,i
ON(Cc1c(F)cccc1Cl)Cc1c(F)cccc1Cl,-5.6,i
O=C(COC(=O)C1CCCCC1)Nc1ccc(S(=O)(=O)N2CCOCC2)cc1,-7.0,i
O=C(c1sc2cc([N+](=O)[O-])ccc2c1Cl)N1CCCCC1,-32.1,i
Cc1ccc(-n2nc3c(c2NC(=O)c2ccc(S(=O)(=O)N4CCOCC4)cc2)CSC3)c(C)c1,-2.7,i
CSc1nc(-c2ccccc2F)c(C#N)c(=O)n1C,-1.4,i
CSCC[C@H](NC(=O)NCc1ccc(F)cc1)C(=O)O,-19.9,i
CC(C)CN=Cc1c(O)c([N+](=O)[O-])cc2oc3c(c12)CCCC3,-3.6,i
CN(CC(=O)Nc1cccc(F)c1)C(=O)c1cccnc1Sc1ccccc1Cl,-21.0,i
CCC(=O)c1ccc(OCC(O)Cn2nc(C)c(C(C)=O)c2C)cc1 (centres undefined),-20.0,i
Cc1ccc(C)c(CSCC(=O)NCc2cccs2)c1,-26.3,i
Cc1ccc2oc(=O)c(/C=C(\O)c3ccco3)nc2c1,-12.6,i
O=C(Nc1ccccc1C(=O)N1CCN(Cc2ccccc2)CC1)c1ccc(F)cc1,-38.7,i
